# SR-BI DiI-HDL act: activators of SR-BI mediated DiI-HDL uptake, primary screen, ldlA[mSR-BI] CHO cells, DiI fluorescence; 3 h; 100 = double the neutral-control signal; activation, % at 12.5 µM; 320,000 compounds, 0.096% hits; AID 504775, 2011;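 active = mean replicate activation of at least 60% and every replicate at or above 60%; inconclusive = mean or all-replicate condition met, but not both; inactive = mean below 60% and not all replicates reaching 60%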;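 also: 0% = median plate neutral-control signal and 100% = twice that signal; values of inactives mirror those of a sister screen read the other way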
#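 Assay system: CHO ldlA[mSR-BI] cells, LDL receptor-null, SR-BI overexpressing; medium: Ham's F12 with 0.5% BSA, HEPES 25 mM, pH 7.4; also added: DiI-HDL 10 µg/mL; timing: 3 h uptake period with compound, 37 °C; signal: DiI fluorescence, bottom read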
# Wnt bcat act: Wnt/beta-catenin pathway activators, primary screen, cell-based, plate reader, single point; Wnt/beta-catenin reporter cell assay, activator; activation, % at 9.35 µM; 300,000 compounds, 1.2% hits; in the data active = activation above about 30%, passing the limit was not always enough; inconclusive = no clear call, values can overlap the other calls;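 also: 0% = neutral control wells and 100% = positive control wells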
# HTR5A ag ctr: HTR5A agonists in luminescence cell assay, primary screen, counter-screen for OPRM1-OPRD1 heterodimer agonist project, full-deck HTS; cell-based; 340,000 compounds, 0.61% hits; 5-hydroxytryptamine receptor 5A (Homo sapiens), P47898; activation, % at 9.3 µM; AID 504692, 2011; in the data active = activation mostly above about 9.5%, no sharp cut-off; inactive = mostly below about 7.6%;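 also: 0% = cells with vehicle only and 100% = reference agonist; strong numbers were not always called active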
# Target sequence (P47898 whole entry, looked up): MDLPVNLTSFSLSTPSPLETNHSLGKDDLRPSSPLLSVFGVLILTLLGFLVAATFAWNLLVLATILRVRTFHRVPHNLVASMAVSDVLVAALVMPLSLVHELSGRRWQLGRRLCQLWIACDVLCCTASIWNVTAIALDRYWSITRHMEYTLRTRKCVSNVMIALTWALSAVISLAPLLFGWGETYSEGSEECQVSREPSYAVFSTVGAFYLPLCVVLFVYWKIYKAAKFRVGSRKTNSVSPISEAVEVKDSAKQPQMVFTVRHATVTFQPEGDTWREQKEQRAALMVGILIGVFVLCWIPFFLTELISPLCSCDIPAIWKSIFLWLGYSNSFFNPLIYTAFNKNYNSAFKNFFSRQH
# MITF TRPM1 HTS: activators of MITF-driven TRPM1 promoter reporter, primary screen, cell-based, SK-MEL-5, luciferase, single point | AID 588334, 2011 | activation, % at 12.5 µM | SK-MEL-5 TRPM1-promoter luciferase, 24 h; % of positive control, neutral wells = 0 | 300,000 compounds, 0.75% hits;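 active = mean activation of at least 80% with every replicate also reaching 80%; inconclusive = mean reaches 80% but some replicate falls short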;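 also: 0% = neutral control wells and 100% = parthenolide positive control wells; values of inactives mirror those of a sister screen read the other way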
# cardiac RTF act: cardiac RTF calcium sensitivity activators, primary screen, biochemical, IANBD-TnC fluorescence, EC20 calcium. Troponin I, cardiac muscle (Homo sapiens) + Troponin T, cardiac muscle (Homo sapiens) + …. IANBD-labeled TnC RTF fluorescence at EC20 calcium; 0% EC20 calcium, 100% full calcium. activation, % at 7.2 µM. 340,000 compounds, 0.24% hits;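 active = activation above the mean over all tested compounds plus 3 SD, cut at about 30% in these data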;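 also: rise in fluorescence read as greater calcium sensitivity of cardiac thin filaments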
# CDK5 inh: inhibitors of human CDK5/p35 kinase, primary screen, biochemical, single concentration. Cyclin-dependent kinase 5 (Homo sapiens) + Cyclin-dependent kinase 5 activator 1 (Homo …. Recombinant CDK5/p35, ADP-Glo luminescence, 60 min. inhibition, % at 10 µM. 330,000 compounds, 0.01% hits. AID 488839, 2010;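 active = highest replicate inhibition of at least 50% and at least 75% of replicates reaching 50%; inconclusive = only one of the two criteria met; inactive = both criteria failed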;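 also: plate controls were DMSO neutral control for no effect and GW8510 at 10 µM for full effect; many of its hits are not listed in these tables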
# Rtt109 HAT inh: inhibitors of C. albicans Rtt109/Vps75 HAT, primary screen, biochemical, ThioGlo CoA-SH fluorescence, plate reader; purified Rtt109/Vps75, 4 h; inhibition, % at 34.9 µM; 330,000 compounds, 0.16% hits;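 active = inhibition of at least 50% in every replicate; inconclusive = best replicate reaches 50% inhibition but some replicates fall short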
# PvdQ acylase: P. aeruginosa PvdQ acylase inhibitors, primary screen, biochemical, fluorescence, plate reader and imaging, single point | PvdQ acylase [Pseudomonas aeruginosa LESB58] | purified PvdQ acylase | inhibition, % at 10 µM | 340,000 compounds, 0.063% hits; in the data active = inhibition above about 30%, passing the limit was not always enough; inconclusive = no clear call, values can overlap the other calls;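 also: 0% = vehicle neutral wells and 100% = reference inhibitor wells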
# SR-BI DiI inh: inhibitors of SR-BI mediated HDL lipid uptake, primary screen, ldlA[mSR-BI] cells, fluorescence, single point | 320,000 compounds, 0.96% hits | ldlA[mSR-BI] CHO cells, DiI-HDL uptake fluorescence, 3 h | inhibition, % at 12.5 µM;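 active = mean replicate inhibition of at least 70% and a set share of replicates each scoring 70 or more; inconclusive = meets just one of the two criteria; inactive = fails both criteria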;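 also: 0% = median of neutral control wells and 100% = median of positive control wells; values of inactives mirror those of a sister screen read the other way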
# Target sequence (Q61009 whole entry, looked up): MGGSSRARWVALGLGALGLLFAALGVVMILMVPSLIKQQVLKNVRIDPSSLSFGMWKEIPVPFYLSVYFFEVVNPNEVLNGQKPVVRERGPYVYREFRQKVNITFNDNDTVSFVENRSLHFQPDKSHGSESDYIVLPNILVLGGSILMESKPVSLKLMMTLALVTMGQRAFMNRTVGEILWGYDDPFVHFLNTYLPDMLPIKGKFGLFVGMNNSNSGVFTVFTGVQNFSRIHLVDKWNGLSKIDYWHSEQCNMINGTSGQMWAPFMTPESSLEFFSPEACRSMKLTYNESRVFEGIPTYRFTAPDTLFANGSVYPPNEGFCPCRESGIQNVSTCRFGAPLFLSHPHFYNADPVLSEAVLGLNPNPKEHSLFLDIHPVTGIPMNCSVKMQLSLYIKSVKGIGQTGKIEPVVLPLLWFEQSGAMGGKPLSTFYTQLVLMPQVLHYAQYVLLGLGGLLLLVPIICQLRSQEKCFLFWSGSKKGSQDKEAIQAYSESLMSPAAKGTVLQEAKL
# dFosB activator: activators of delta FosB homodimer, primary screen, biochemical, fluorescence polarization, TAMRA-CDK5 oligo, single point | Protein FosB (Mus musculus), P13346 | purified delta FosB; percent of positive-control signal above neutral wells | activation, % at 25 µM | 340,000 compounds, 0.99% hits;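 active = mean activation above about 17%, with every replicate also reaching it, limit read from the data, passing the limit was not always enough; inconclusive = only one of the two conditions met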;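 also: fluorescence polarization rise as delta FosB binds a TAMRA Cdk5 AP-1 oligo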
# Starred values were filed as active, the others as inactive; u = inconclusive; x = not tested or not shown.
# Value order – SR-BI DiI-HDL act, Wnt bcat act, HTR5A ag ctr, MITF TRPM1 HTS, cardiac RTF act, CDK5 inh, Rtt109 HAT inh, PvdQ acylase, SR-BI DiI inh, dFosB activator
> CSc1ccccc1C(=O)C1CCCN(C(=O)c2cncs2)C1 (stereo not drawn)
→ -7, 0, 2, -11, -1, x, -2, -6, 7, 0
> Cc1csc(NC(=O)CSc2nnc(CCNC(=O)c3ccc(Cl)c(Cl)c3)n2C)n1
→ -8, x, -2, x, -1, 0.9, 11, 4, 8, -1
> Cc1nn(C(C)C(=O)NNC(=S)Nc2ccc(F)cc2)c(C)c1[N+](=O)[O-] (stereo not drawn)
→ 10, 5, 1, -19, 4, 0.3, -2, -1, -10, -2
> O=C1CC(C(=O)N2CCN(Cc3ccccc3)CC2)CN1Cc1ccccc1 (stereo not drawn)
→ 24, -3, -6, 2, 5, 2.0, -16, -7, -24, 5
> O=C(Oc1ccc(/C=N/NC(=O)c2ccccn2)cc1)c1cccc(F)c1
→ 4, 9, -2, 36, -5, 2.4, 1, -3, -4, 1
> CCOc1ccccc1CN1CCN(Cc2ccon2)CC1CCO (stereo not drawn)
→ x, 1, 5, 0, 1, 0.1, -6, -12, x, -10
> CN1C(=O)c2cccc3c(S(=O)(=O)Nc4ccccc4F)ccc1c23
→ -3, 3, -3, -14, -3, -1.3, -25, -13, 3, 2
> CC(=O)c1cccc(NC(=O)CCOc2ccccc2)c1
→ 3, x, -3, 70, -3, -2.6, 1, -30, -3, -6
> CCN(CC)CCCNC(=O)c1ccc(C)c(NC(=O)C2=C(C)OCCS2)c1
→ 5, 0, 0, 1, -3, 0.9, 5, 0, -5, 1
> COc1ccc(-c2cc(C(F)F)n3ncc(C(=O)N4CCc5ccccc5C4)c3n2)cc1
→ -46, x, 2, 4, -4, -1.8, -26, -24, 46, -15

# Continued, overlapping the part above by 4 compounds.
# Value order – SR-BI DiI-HDL act, Wnt bcat act, HTR5A ag ctr, MITF TRPM1 HTS, cardiac RTF act, CDK5 inh, Rtt109 HAT inh, PvdQ acylase, SR-BI DiI inh, dFosB activator
> CN1C(=O)c2cccc3c(S(=O)(=O)Nc4ccccc4F)ccc1c23
→ -3, 3, -3, -14, -3, -1.3, -25, -13, 3, 2
> CC(=O)c1cccc(NC(=O)CCOc2ccccc2)c1
→ 3, x, -3, 70, -3, -2.6, 1, -30, -3, -6
> CCN(CC)CCCNC(=O)c1ccc(C)c(NC(=O)C2=C(C)OCCS2)c1
→ 5, 0, 0, 1, -3, 0.9, 5, 0, -5, 1
> COc1ccc(-c2cc(C(F)F)n3ncc(C(=O)N4CCc5ccccc5C4)c3n2)cc1
→ -46, x, 2, 4, -4, -1.8, -26, -24, 46, -15
> CC1CCC(NC(=O)CN2C(=O)c3ccccc3S2(=O)=O)CC1 (stereo not drawn)
→ 23, 4, -3, 0, 2, -0.5, -4, -11, -23, -1
> Cc1cccc(OCC(=O)O/N=C(\N)Cc2ccc(Cl)cc2)c1
→ 7, -1, 5, x, -6, 1.5, -12, 2, -7, -3
> COc1ccc(C(=O)OCC(=O)c2ccc(CNC(C)=O)s2)cc1
→ -1, -3, -4, 17, -2, 2.0, 7, 8, 1, -9
> CC(C)(C)c1cc[n+](/C(C(=S)Nc2ccccc2F)=C(/[O-])c2ccc3c(c2)OCCO3)cc1
→ -9, 7, 0, 1, -3, 1.3, 0, -15, 9, -7
> COc1cc(OC)c(C(=O)CCCN2CCCC2)c(OC)c1
→ 4, -3, 8, -1, 12, -0.4, 16, 7, -3, -1
> O=C(c1cc(C2CC2)nn1-c1ccccc1)N1CCN(c2ccccn2)CC1
→ 8, 3, 0, 0, -8, 1.2, -1, 13, -8, -12
> Cc1ccc(O)c(-c2cc(C(=O)Nc3cccnc3)[nH]n2)c1
→ x, 60*, 0, 215*, 1, -0.9, -1, -7, x, 6
> CCOC(=O)CC(=O)NC(CC(=O)OC)c1ccc(C(C)C)cc1 (stereo not drawn)
→ 30, -1, -2, 0, 4, 1.6, -6, -5, -30, -4
> OCCN(CCO)c1ccc2ccccc2c1
→ 13, 0, 9, -18, 0, 1.6, 3, -2, 4, -3
> Cc1cccc(-c2sc(Nc3ccccc3)n[n+]2-c2ccccc2)c1
→ 14, 0, -3, 5, 3, -0.3, -7, -12, -14, -7

# Individual results from above:
# Under Wnt bcat act, `Cc1cccc(OCC(=O)O/N=C(\N)Cc2ccc(Cl)cc2)c1` has -1
# Under PvdQ acylase, `Cc1ccc(O)c(-c2cc(C(=O)Nc3cccnc3)[nH]n2)c1` has -7

# (next part)
# Value order – SR-BI DiI-HDL act, Wnt bcat act, HTR5A ag ctr, MITF TRPM1 HTS, cardiac RTF act, CDK5 inh, Rtt109 HAT inh, PvdQ acylase, SR-BI DiI inh, dFosB activator
> CSc1ncccc1C(=O)Nc1ccccc1N1CCOCC1
→ -14, 1, -6, -1, 0, 0.2, -2, 1, 14, -3
> O=C(O)CC12CC3CC(C1)CC(n1ncc(NCc4ccco4)c(Cl)c1=O)(C3)C2
→ 26, -1, 2, 3, -3, 0.7, -2, -3, -26, -3
> CC(C)(C)c1ccc(/C=N/NC(=O)CN2CCS(=O)(=O)CC2)cc1
→ 34, 0, -2, -10, -2, 0.6, 0, -5, -34, -2
> CC1(C)Cc2nc(N3CCOCC3)c(C#N)cc2CO1
→ 7, x, -4, x, -3, 0.5, -2, -7, -7, 2
> CCOc1ccc(/C=C(/NC(=O)c2ccccc2Cl)C(=O)O)cc1
→ 9, 0, 0, -1, -1, 1.3, 15, 0, -9, -1
> CC(=O)Nc1ccc(S(=O)(=O)N(C)CC(=O)N/N=C/c2cccs2)cc1
→ x, 0, -5, x, 4, -1.5, -1, -6, x, -2
> CC(NC(=O)c1ccccc1NC(=O)c1ccccc1)C(=O)N1CCOCC1 (stereo not drawn)
→ 41, -1, 1, -3, -4, 1.8, 0, -9, -41, -4
> Cc1cc(C)n(-c2nc3ccccc3c(=O)n2OCC#N)n1
→ 31, -1, -1, -5, 6, 0.2, 6, -12, -31, -3
> CC1CCCN(C(=O)CSc2nnc(-c3cccnc3)n2C2CCCCC2)C1 (stereo not drawn)
→ -3, x, 2, 4, 4, -0.7, 5, -11, 3, -4
> CCSS(=O)(=O)c1cccc2cccnc12
→ -1, 3, x, x, x, 3.7, 154*, -17, 1, -6

# Next results follow.
# Value order – SR-BI DiI-HDL act, Wnt bcat act, HTR5A ag ctr, MITF TRPM1 HTS, cardiac RTF act, CDK5 inh, Rtt109 HAT inh, PvdQ acylase, SR-BI DiI inh, dFosB activator
> O=C1C(=O)N(CC2CCCO2)C(c2ccco2)/C1=C(/O)c1ccc(F)cc1 (stereo not drawn)
→ 7, -1, -4, 4, -5, -1.1, -4, -8, -7, 3
> COc1ccc(CNC(=O)C2CCN(C(=O)c3ccccc3)CC2)cc1
→ 6, 1, 3, -9, 2, -0.4, -9, -20, -6, -9
> Cc1cc(/C=C2\SC(=Nc3ccc(N4CCOCC4)cc3)N(C)C2=O)c(C)n1-c1cccnc1
→ -33, x, 2, 35, 9, -1.7, -6, -29, 33, -7
> COc1ccc(/C(N)=N/OC(=O)c2ccco2)cc1
→ 5, -2, 0, -18, 3, -0.8, 0, -5, -5, 0
> Cc1cnc(C(=O)N(CC(C)C)c2c(N)n(CC(C)C)c(=O)[nH]c2=O)cn1
→ 41, x, 2, 2, 2, -3.7, -3, -9, -41, 1
> Cc1cc(N2C(=O)C(O)=C(C(=O)c3ccc(C)o3)C2c2cccc(Oc3ccccc3)c2)no1 (stereo not drawn)
→ 11, 1, 2, 4, -1, -0.2, 3, -6, -11, 2
> COC(=O)c1ccccc1N=Nc1c(N)n[nH]c1N
→ 2, -1, 1, x, -6, 1.3, 3, -4, -2, -4
> CN1CCN(CCCNC(=O)c2cc3c(=O)oc4ccccc4c3s2)CC1
→ 15, x, 0, -5, 5, -1.0, 0, -13, -15, -39
> CCN(CC)CCNCC(O)(c1ccc(Cl)cc1)c1ccc(Cl)cc1
→ 39, -1, -1, -5, -1, -2.0, 22, -2, -39, 0
> CCCCN(CCCC)S(=O)(=O)c1ccc(OC)c2ncccc12
→ x, x, 7, -26, -1, -1.2, -3, -11, x, -19

# The list continues:
Structure,SR-BI DiI-HDL act,Wnt bcat act,HTR5A ag ctr,MITF TRPM1 HTS,cardiac RTF act,CDK5 inh,Rtt109 HAT inh,PvdQ acylase,SR-BI DiI inh,dFosB activator
Cc1nn(CC(=O)NCc2cccnc2)c(C)c1[N+](=O)[O-],x,1,1,-3,-2,4.0,68*,8,x,-11
O=C(c1ccc2c(c1)OCO2)N1CCC2(CC1)Oc1ccc(Cl)cc1C(=O)C21CC(c2ccccc2)=NO1 (stereo not drawn),-23,-4,-1,-4,4,-0.2,6,-5,23,-1
COc1cccc(C(=O)c2ncc(C(F)(F)F)cc2Cl)c1,4,1,1,15,-10,-1.2,1,-9,-4,7
CC(C(=O)Nc1nc(-c2ccc(F)cc2)cs1)N1C(=O)C2CC=CCC2C1=O (stereo not drawn),-32,4,-1,3,-3,-0.8,-1,-8,32,-3
COC(=O)c1ccc(C(=O)OC)c(NC(=O)COC(=O)C2CCC(C(C)(C)C)CC2)c1 (stereo not drawn),-12,x,-4,x,2,0.2,16,5,12,-16
CC(C)CN(C(=O)CSc1nc2ccccc2c(=O)[nH]1)c1c(N)n(CC(C)C)c(=O)[nH]c1=O,10,u,-4,-3,-4,-10,-12,-24,-10,6
COc1ccc(C2C(C(=O)c3cccs3)=C(O)C(=O)N2Cc2cccnc2)cc1OC (stereo not drawn),16,-1,2,2,2,-1.0,11,3,-16,0
O=C(CCCOc1ccccc1)Nc1cccc(S(=O)(=O)N2CCCCCC2)c1,-15,0,5,3,4,-1.8,-2,-11,15,-10
CC(=O)N(c1nc(/C=C\C(=O)O)cs1)c1ccccc1F,18,4,-1,-6,4,-1.4,-5,-3,-18,12
Cc1ccc(CN(C)C(=O)c2cccc(S(=O)(=O)N3CCCC3)c2)o1,-4,-3,0,-3,-2,1.1,-1,-9,4,1
CCOc1cc2c(cc1OC)C(c1cccc([N+](=O)[O-])c1)NCC2 (stereo not drawn),3,6,-5,10,0,-1.3,-5,-4,-3,-4
O=C(c1cc([N+](=O)[O-])[nH]n1)N1CCSCC1,2,-2,1,x,10,-0.7,1,-5,-2,-4

# High-throughput results as filed in PubChem.
